PP1 inh – PP1-alpha (human) inhibition in PP5 counter-screen; P62136; purified PP1alpha, OMFP fluorescence; inhibition, % at 6.7 µM; 0.9% of 320,000 active;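 active = inhibition above the mean inhibition of all tested compounds plus 3 SD, computed separately for each screening campaign, cut at about 15% in these data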
TPT1 inh – inhibitors of Candida albicans tRNA 2'-phosphotransferase TPT1; recombinant caTPT1, FP RNA substrate dephosphorylation; inhibition, % at 5 µM; 0.81% of 300,000 active; AID 1962;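 active = inhibition above the mean of all tested compounds plus 3 SD, set per screening campaign, cut at about 24% in these data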;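 note: plate controls were DMSO alone for no effect and ferristatin control at 100 nM for full effect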
proCasp3 act – activators of human procaspase-3 | AID 463141 | activation, % at 8.5 µM | recombinant procaspase-3 D3A, Ac-DEVD-pNA absorbance 405 nm | 0.11% of 330,000 active;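 active = activation above the mean of all tested compounds plus 3 SD, cut at about 21% in these data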;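 note: 0% = DMSO alone and 100% = DMSO wells spiked with extra 5 µM PC-3 D3A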
Target sequence (P42574 whole entry D9A/D28A/D175A): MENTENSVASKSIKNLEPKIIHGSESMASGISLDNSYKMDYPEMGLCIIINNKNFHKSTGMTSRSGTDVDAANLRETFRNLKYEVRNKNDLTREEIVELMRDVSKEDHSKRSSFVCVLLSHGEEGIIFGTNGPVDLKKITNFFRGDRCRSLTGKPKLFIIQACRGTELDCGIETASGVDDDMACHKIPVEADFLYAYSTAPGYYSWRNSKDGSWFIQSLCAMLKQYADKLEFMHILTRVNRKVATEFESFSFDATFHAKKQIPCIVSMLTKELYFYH
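Assay system – Procaspase-3 D3A mutant, all three cleavage aspartates alanine · Controls – DMSO-only low control, 5 µM PC-3 D3A high control · Schedule – 1 h compound preincubation, 2 h substrate hydrolysis at 25 °C · Signal – 405 nm absorbance of p-nitroaniline, reads at 0 and 120 min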
proCasp7 act – counter-screen: procaspase-7 (human) activation. P55210. recombinant procaspase-7, Ac-DEVD-pNA absorbance 405 nm; D23A/D198A/D206A triple mutant, cannot self-cleave; scale: DMSO 0, 5 µM enzyme 100. activation, % at 8.5 µM. 0.093% of 330,000 active. AID 463210;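 active = percent activation above the screen-wide mean plus 3 SD, cut at about 25% in these data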
Target sequence (P55210 whole entry D23A/D198A/D206A): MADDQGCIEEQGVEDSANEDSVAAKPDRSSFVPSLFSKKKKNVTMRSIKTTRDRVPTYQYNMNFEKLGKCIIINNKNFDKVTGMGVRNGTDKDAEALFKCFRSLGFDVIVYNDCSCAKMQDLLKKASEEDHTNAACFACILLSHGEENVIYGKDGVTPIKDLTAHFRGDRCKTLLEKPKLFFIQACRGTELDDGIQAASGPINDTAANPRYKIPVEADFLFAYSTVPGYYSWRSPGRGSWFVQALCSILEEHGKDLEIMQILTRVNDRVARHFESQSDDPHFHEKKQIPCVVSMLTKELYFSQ
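buffer or medium = Zinc-free HEPES/NaCl buffer, pH 7.4 | material = Procaspase-7 triple mutant (PC-7 D3A) | input = 2 µM procaspase-7 mutant as dispensed | signal = Epi-absorbance of released pNA at 405 nm, two timepoints | timing = 1 h preincubation, 2 h reaction | replicates = singlicate compound testing | evaluation = % activation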
PP5 inh – PP5 (human) phosphatase inhibition | inhibition, % at 6.7 µM | P53041 | 0.18% of 320,000 active | purified PP5c, OMFP substrate fluorescence;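 active = inhibition above the campaign's mean inhibition across all tested compounds plus 3 SD, cut at about 9.5% in these data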;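 note: 0% = DMSO only and 100% = 100 µM cantharidin control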
HCV core dimer – HCV core protein dimerization inhibition; TR-FRET GST/Flag-core106 dimerization, 1536-well; inhibition, % at 5 µM; 0.33% of 300,000 active;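 active = inhibition above the mean of all tested compounds plus 3 SD, set per screening campaign, cut at about 45% in these data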
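Material: Tagged HCV core106 pair (GST and Flag) | Amount: GST-core106 13.5 nM, Flag-core106 17 nM | Medium: KF-containing HEPES buffer, pH 7.45, DTT, CHAPS, BSA | Reagent: Eu donor and XL665 acceptor anti-tag antibodies | Schedule: 4 h at 22.5 °C | Technique: Time-resolved FRET, ex 340 nm, em 617 and 671 nm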
CTSL1 counter – cathepsin L1 inhibition, PFM18AAP counter-screen; AID 1906; inhibition, % at 5.96 µM; recombinant F. hepatica cathepsin L1, Z-Leu-Arg-MCA fluorescence; 0.49% of 300,000 active;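 active = inhibition above the mean of all tested compounds plus 3 SD, set per screening campaign, cut at about 17% in these data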;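 note: 0% = plate median of test compound wells and 100% = 1 µM Z-Phe-Ala-diazomethylketone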
Efflux pump inh – antifungal efflux pump inhibition, Nile Red retention; inhibition, % at 10 µM; 0.44% of 330,000 active; AID 485275; S. cerevisiae Candida pump triplex;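 active = plate passing quality check with inhibition over a set limit, or well fluorescence over plate mean plus 4 SD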;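 note: Nile Red retained in pooled yeast measured as flow cytometry median fluorescence; 0% = buffer negative control and 100% = Enniatin B positive control; higher means more Nile Red kept so more efflux inhibition; some compounds called inactive have numbers as strong as hits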
JMJD2C inh – inhibitors of human GASC-1 (JMJD2C) demethylase; 0.069% of 330,000 active; inhibition, % at 2.35 µM; GST-JMJD2C(1-420) H3K9me3 demethylation, DELFIA europium; Q9H3R0;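 active = more than half of a compound's replicate wells show inhibition beyond 50%, single wells judged on their own value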;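 note: signal counts dimethyl H3K9 product captured on neutravidin plate; 0% = median of DMSO wells and 100% = 0.3 times that DMSO median; strong numbers were not always called active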
Target sequence (Q9H3R0 1-420 limits assumed): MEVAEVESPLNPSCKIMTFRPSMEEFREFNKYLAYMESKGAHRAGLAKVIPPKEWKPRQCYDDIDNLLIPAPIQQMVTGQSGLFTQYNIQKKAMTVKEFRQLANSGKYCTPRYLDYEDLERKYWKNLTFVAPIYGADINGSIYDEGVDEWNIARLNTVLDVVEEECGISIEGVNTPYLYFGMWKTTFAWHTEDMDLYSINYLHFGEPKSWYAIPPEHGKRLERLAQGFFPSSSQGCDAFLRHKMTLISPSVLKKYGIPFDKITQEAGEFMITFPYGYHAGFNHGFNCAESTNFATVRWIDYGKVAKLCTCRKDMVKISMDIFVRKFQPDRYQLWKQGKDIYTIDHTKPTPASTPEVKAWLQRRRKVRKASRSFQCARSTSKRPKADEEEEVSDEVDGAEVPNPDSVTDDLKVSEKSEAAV
* hit, by the source's call; . = no result given.

mol	TPT1 inh	proCasp3 act	Efflux pump inh	PP1 inh	CTSL1 counter	proCasp7 act	HCV core dimer	PP5 inh	JMJD2C inh
O=S1(=O)C=C(Oc2ccc(F)cc2)c2ccccc21	0	2	0.1	0	3	1	0	-0.5	8
C=CCc1cccc(C2Nc3ccccc3C(=O)N2O)c1O (configuration not stated)	0	1	-0.1	1	4	-7	-1	-1.2	0
Cc1cccc(NC(=O)c2nc[nH]c2C(=O)N[C@@H](CC(C)C)C(=O)OC(C)(C)C)c1	2	-4	-0.1	8	6	9	8	2.6	-4
Cc1ccccc1NS(=O)(=O)c1cccc2nonc12	-2	6	0.0	8	0	-5	-2	0.9	8
CNc1ncc(C(=O)c2ccc(Cl)cc2)s1	3	2	0.1	-1	5	2	0	-0.3	-1
COc1cccc(NC(=O)CSc2nnc(Cn3cnc([N+](=O)[O-])n3)n2C)c1	0	4	-0.1	-1	-3	7	2	1.0	-3
O=C(O)c1ccccc1C(=O)OCCCc1ccncc1	-3	8	0.1	2	1	12	4	1.6	1
CCOc1ccc(NC(=O)CC2SC(=O)N(c3ccccc3)C2=O)cc1 (configuration not stated)	0	-17	-0.1	-1	4	-19	2	1.1	4
COc1cc(C(=O)Nc2cc(-c3cn4cccnc4n3)ccc2C)cc(OC)c1OC	1	-1	-0.5	0	5	-3	5	-0.1	-21
CS(=O)(=O)N(CC(=O)Nc1ccc(S(=O)(=O)N2CCCC2)cc1)c1ccccc1	-3	8	-0.1	-3	-2	1	5	-1.9	-23

3 compounds from above, ordered by the value under PP5 inh, falling.
smiles,PP5 inh
CCOc1ccc(NC(=O)CC2SC(=O)N(c3ccccc3)C2=O)cc1 (configuration not stated),1.1
COc1cccc(NC(=O)CSc2nnc(Cn3cnc([N+](=O)[O-])n3)n2C)c1,1.0
O=S1(=O)C=C(Oc2ccc(F)cc2)c2ccccc21,-0.5

Continued.
mol	TPT1 inh	proCasp3 act	Efflux pump inh	PP1 inh	CTSL1 counter	proCasp7 act	HCV core dimer	PP5 inh	JMJD2C inh
CCOC(=O)CN(C(=O)CSc1nnc(CNc2ccc(F)cc2)o1)c1ccccc1	-4	13	-0.5	3	10	0	-4	-0.2	13
COC(=O)c1cn(NC(=O)Cc2ccc(Cl)c(Cl)c2)c(=O)c2ccccc12	-1	-9	-0.2	-3	2	3	1	-2.0	2
CCOC(=O)Cn1cc(C(=O)C(C)(C)C)c2ccccc21	3	1	0.0	-1	1	15	2	-2.6	10
O=C(CCc1c[nH]c2ccccc12)N/N=C/c1ccc2c(c1)OCO2	3	3	0.0	-2	-5	1	3	-0.8	37
C=CCn1c(-c2ccc(Cl)cc2)cnc1SC(C)C(N)=O (configuration not stated)	-1	-6	0.0	0	-1	-10	0	-0.2	-2
CCC(=O)Nc1ccc(N2CCCCC2)cc1	0	-1	-0.1	1	-2	-2	-4	0.0	3
O=C(NCC(=O)N1CCN(c2cccc(Cl)c2)CC1)c1ccc(Br)o1	1	-1	-0.2	3	1	4	3	-1.4	4
C=C(C)Cc1c(C)c(C#N)c2nc3ccccc3n2c1N1CCCCC1	1	-6	-0.1	2	3	0	-4	1.9	2
COc1ccc([C@H]2CC(=O)C=C(c3cccc(C#N)c3)C2)cc1	.	-2	-0.2	2	.	6	.	4.5	14
COc1ccc(N2CCN(CC(=O)c3c(C)n(C)c4ccc(OC)cc34)CC2)cc1	1	2	-0.1	3	0	4	-9	2.7	15

Single values from the results shown:
`COc1cc(C(=O)Nc2cc(-c3cn4cccnc4n3)ccc2C)cc(OC)c1OC` in TPT1 inh is listed with 1
`CCOc1ccc(NC(=O)CC2SC(=O)N(c3ccccc3)C2=O)cc1` (configuration not stated) in Efflux pump inh is listed with -0.1

(more compounds)
mol	TPT1 inh	proCasp3 act	Efflux pump inh	PP1 inh	CTSL1 counter	proCasp7 act	HCV core dimer	PP5 inh	JMJD2C inh
CN(CCc1nc2ccccc2[nH]1)Cc1nc(CC2CC2)no1	-4	9	0.0	-2	2	9	-18	3.3	9
CCOC(=O)C1(CC/C(C)=N\NC(N)=O)CC(C)OC1=O (configuration not stated)	-1	0	0.1	-2	2	4	-1	2.8	4
Cc1ccc(S(=O)(=O)NCCN(CCNS(=O)(=O)c2ccc(C)cc2)S(C)(=O)=O)cc1	-2	-3	0.3	-6	1	4	0	4.1	3
COc1ccccc1C(=O)NCCC(=O)N1CCCC(C)C1 (configuration not stated)	0	-2	0.1	-5	0	5	3	0.1	-8
COc1cccc(C(=O)Nc2ccc(C(=O)NCC(C)C)cc2)c1	-2	2	0.1	-2	-1	-2	-4	-2.8	-17
COc1ccc(-c2csc3nc(-c4cccnc4)nc(N4CCC(C(N)=O)CC4)c23)cc1OC	-1	-2	-0.1	1	2	-6	-5	2.6	-2
CCOc1ccc(N2CC(C(=O)Nc3ccccc3N3CCOCC3)CC2=O)cc1 (configuration not stated)	-3	-4	0.1	1	0	-5	2	2.1	-14
Cc1ccc(N(C(=O)c2ccco2)C(C(=O)NC2CCCC2)c2ccco2)c(C)c1 (configuration not stated)	-4	1	-0.1	1	-6	-3	-4	1.3	-3
O=C(NCc1ccc(Cl)cc1)c1ccc(CNc2c(N3CCCC3)c(=O)c2=O)cc1	-6	2	-0.2	4	4	4	2	1.9	-3
N#C/C(=C\c1cccs1)Sc1nc2ccccc2s1	2	-6	0.1	1	5	6	11	1.5	3

Later entries
mol	TPT1 inh	proCasp3 act	Efflux pump inh	PP1 inh	CTSL1 counter	proCasp7 act	HCV core dimer	PP5 inh	JMJD2C inh
O=C(COC(=O)COc1ccccc1)NCc1ccccc1	0	2	0.6	2	-20	0	4	-1.6	-28
Oc1ccc2nc(Cc3ccccc3)[nH]c2c1	-7	-3	-0.1	0	-1	7	-18	0.1	2
COCCN(Cc1cc2cc(C)c(C)cc2nc1Cl)C(=O)Nc1ccccc1	-1	3	0.1	-2	2	3	-1	-0.5	4
CCc1cc(C(=O)N(CC(C)C)c2c(N)n(Cc3ccccc3)c(=O)[nH]c2=O)sc1C	-1	-5	-0.1	0	3	4	3	0.9	-9
Cc1ccc(C2C3C(=O)N(c4ccc(C)cc4)C(=O)C3N3CCCN23)cc1 (configuration not stated)	-1	-8	0.0	-4	-3	2	-1	-0.6	4
Cc1cccc(C2N=C(N)Nc3nc4ccccc4n32)c1 (configuration not stated)	-2	-5	-0.1	-3	-4	6	0	1.1	3
COc1ccccc1-c1nc2s/c(=C\c3cccs3)c(=O)n2n1	0	4	-0.2	-1	1	3	1	-2.4	5
Cc1nc(C(=O)O)nn1-c1ccc([N+](=O)[O-])cc1	2	3	-0.1	-3	-1	7	-4	3.2	-7
CCCn1c(SCC(=O)N2c3ccccc3CCc3ccccc32)nc2c1c(=O)n(C)c(=O)n2C	0	-7	0.1	6	-3	-1	5	2.3	5
CN(Cc1ccc(F)cc1)C(=O)c1cccc(S(=O)(=O)N2CCN(Cc3ccccc3)CC2)c1	1	10	-0.1	-3	4	8	2	0.8	146

New compounds follow
mol	TPT1 inh	proCasp3 act	Efflux pump inh	PP1 inh	CTSL1 counter	proCasp7 act	HCV core dimer	PP5 inh	JMJD2C inh
COc1ccc(OC)c2[nH]c(=O)c(CCNC(=O)c3ccc(S(=O)(=O)N4CCCCC4)cc3)cc12	3	3	0.0	3	-3	3	5	4.1	2
COc1nc(N)c(C#N)c(-c2ccc(N(C)CCC#N)cc2)c1C#N	6	-3	0.0	-2	-3	7	6	0.7	4
CNC(=S)SCCOc1ccc(C)cc1	0	6	0.1	-1	4	1	6	2.9	8
CCc1nc(Nc2ccc(OC)cc2OC)c2oc3ccccc3c2n1	1	-4	-0.2	2	5	10	2	-1.7	0
CCCCNC(=O)C1CCN(Cc2ccccn2)CC1	-1	5	0.0	4	-1	5	-6	3.4	-10
CNS(=O)(=O)c1cccc(C(=O)OCC(=O)NC2CCCC(C)C2C)c1 (configuration not stated)	.	-1	-0.3	.	.	12	.	.	-4
Cc1nonc1OCCNC(=O)C12CC3CC(CC(C3)C1)C2	-3	-3	0.0	-4	2	1	-3	-0.4	12
COc1ccc2cc3c(N)nn(C(=O)c4ccc(F)cc4)c3nc2c1	-4	-5	-0.1	-1	-5	-4	-2	2.2	5
CC(=O)Nc1ccccc1C(=O)C(=O)Nc1ccc(Cl)cc1	-1	10	-0.1	2	-2	2	0	0.7	-8
CC1CCN(c2ncnc3ccccc23)CC1	-3	14	0.0	-2	1	1	4	-0.6	11
Cc1cccc(-n2nc(C(=O)Nc3ccccc3)n3c(=O)cc(-c4ccccc4)nc23)c1	-2	5	0.1	0	-3	0	5	2.0	19
CCSC1=C(C#N)C2(CCCCC2)C(C#N)C(=O)N1 (configuration not stated)	0	-6	0.0	-10	-3	11	6	-1.2	-3
Cc1c(NC(=S)Nc2cccc(Cl)c2)c(=O)n(-c2ccccc2)n1C	-5	-5	0.4	-3	2	-12	-2	0.5	3

Structural class, those above containing fluorine
mol	TPT1 inh	proCasp3 act	Efflux pump inh	PP1 inh	CTSL1 counter	proCasp7 act	HCV core dimer	PP5 inh	JMJD2C inh
O=S1(=O)C=C(Oc2ccc(F)cc2)c2ccccc21	0	2	0.1	0	3	1	0	-0.5	8
CCOC(=O)CN(C(=O)CSc1nnc(CNc2ccc(F)cc2)o1)c1ccccc1	-4	13	-0.5	3	10	0	-4	-0.2	13
CN(Cc1ccc(F)cc1)C(=O)c1cccc(S(=O)(=O)N2CCN(Cc3ccccc3)CC2)c1	1	10	-0.1	-3	4	8	2	0.8	146
COc1ccc2cc3c(N)nn(C(=O)c4ccc(F)cc4)c3nc2c1	-4	-5	-0.1	-1	-5	-4	-2	2.2	5

Screening results (PubChem BioAssay)
